Compound activity from PubChem.
RMI FANCM FP = blocks RMI1/RMI2 complex binding to FANCM MM2 peptide | actives 0.58% (n = 70,000) | FP signal (polarization) at 33 µM | Fluorescence polarization, RMI core complex with F-MM2 peptide; hits give low values | AID 1159607; in the data active = FP signal below about 40; also: inactives centre near 61; strong numbers were not always called active; unit not given here
The depositor's hits bear a star; & = joins results of further samples.

Sample of the layout, 16 compounds:
RMI FANCM FP	structure
60	COc1ccc(CC(=O)NCCOc2cc(C)cc(C)c2)cc1
59	CCCN1CCC2(CC1)Oc1c(OC)cccc1C1CC(c3ccc(O)cc3)=NN12 (configuration not stated)
61	Cc1cc(NC(=O)C(=O)NCC(c2cccc3ccccc23)N(C)C)c2ccccc2n1 (configuration not stated)
52	Cc1ccc(C(=O)CC2(O)C(=O)N(CN3CCCCC3)c3ccc(Br)cc32)cc1 (configuration not stated)
71	CC(=O)c1ccc(N2CCN(C(=O)Cc3csc(Nc4ccccc4)n3)CC2)cc1
65	Cc1nn(C2CCS(=O)(=O)C2)c2nc(-c3cccs3)cc(C(=O)NCC3CCCO3)c12 (configuration not stated)
52	COc1ccc(C(=O)N=C(N)COc2ccccc2Cl)cc1
59	COc1ccc(CC#N)cc1OC
63&70	Cc1nn(C2CCS(=O)(=O)C2)c2nc(-c3ccccc3)cc(C(=O)Nc3ccc4c(c3)OCO4)c12 (configuration not stated)
69	OC(CCN1CCCCC1)(c1ccccc1)C1C[C@@H]2C=C[C@H]1C2 (some centres not stated)
57	O=C(Nc1ccc2c(c1)OCO2)c1ccc(=O)n(Cc2cccc(F)c2)n1
54	CC(C)Cn1c(NC(=O)Nc2ccc(F)cc2)c2ccccc2nc1=O
57	CN(C)S(=O)(=O)c1ccc(C(=O)NCc2nnc(SCC(=O)NCc3ccco3)o2)cc1
71	COc1ccccc1-c1nnc2ccc(OCCNC(=O)c3ccco3)nn12
54	CCS(=O)(=O)NCC(c1ccc2c(c1)OCO2)N1CCN(c2ccccc2F)CC1 (configuration not stated)
60	COc1cc(C(=O)Nc2cc(C(=O)N3CCOCC3)cn(C)c2=O)cc(OC)c1OC

The whole of this part, previewed entries included:
RMI FANCM FP	structure
60	COc1ccc(CC(=O)NCCOc2cc(C)cc(C)c2)cc1
59	CCCN1CCC2(CC1)Oc1c(OC)cccc1C1CC(c3ccc(O)cc3)=NN12 (configuration not stated)
61	Cc1cc(NC(=O)C(=O)NCC(c2cccc3ccccc23)N(C)C)c2ccccc2n1 (configuration not stated)
52	Cc1ccc(C(=O)CC2(O)C(=O)N(CN3CCCCC3)c3ccc(Br)cc32)cc1 (configuration not stated)
71	CC(=O)c1ccc(N2CCN(C(=O)Cc3csc(Nc4ccccc4)n3)CC2)cc1
65	Cc1nn(C2CCS(=O)(=O)C2)c2nc(-c3cccs3)cc(C(=O)NCC3CCCO3)c12 (configuration not stated)
52	COc1ccc(C(=O)N=C(N)COc2ccccc2Cl)cc1
59	COc1ccc(CC#N)cc1OC
63&70	Cc1nn(C2CCS(=O)(=O)C2)c2nc(-c3ccccc3)cc(C(=O)Nc3ccc4c(c3)OCO4)c12 (configuration not stated)
69	OC(CCN1CCCCC1)(c1ccccc1)C1C[C@@H]2C=C[C@H]1C2 (some centres not stated)
57	O=C(Nc1ccc2c(c1)OCO2)c1ccc(=O)n(Cc2cccc(F)c2)n1
54	CC(C)Cn1c(NC(=O)Nc2ccc(F)cc2)c2ccccc2nc1=O
57	CN(C)S(=O)(=O)c1ccc(C(=O)NCc2nnc(SCC(=O)NCc3ccco3)o2)cc1
71	COc1ccccc1-c1nnc2ccc(OCCNC(=O)c3ccco3)nn12
54	CCS(=O)(=O)NCC(c1ccc2c(c1)OCO2)N1CCN(c2ccccc2F)CC1 (configuration not stated)
60	COc1cc(C(=O)Nc2cc(C(=O)N3CCOCC3)cn(C)c2=O)cc(OC)c1OC
48	NC(=S)c1ccc(F)cc1
56	S=C(SCc1cc(Cl)cc2c1OCOC2)N1CCSCC1
62	CC1C(=O)NCCN1C(=O)c1ccc2c(c1)OCO2 (configuration not stated)
61	O=C(CCc1csc(NC(=O)c2ccc[nH]c2=O)n1)Nc1ccc(F)c(F)c1
64	Cc1nc2sc(C)c(C)n2c(=O)c1NC(=O)c1cccs1
72	CCOC(=O)C1=C(C)NC(=O)NC1c1ccc([N+](=O)[O-])cc1 (configuration not stated)
59	O=C(Nc1cc(Cl)cc(Cl)c1)C12CC3CC(C1)CC(C(=O)Nc1cc(Cl)cc(Cl)c1)(C3)C2
109	N#CC(Cc1ccc(O)c(O)c1)C(=O)N1CCc2ccccc21 (configuration not stated)
70&59&53	O=C1C=C(Nc2ccccc2)CC(c2ccc(Cl)cc2)C1 (configuration not stated)
62	Cc1ccccc1OCCCCn1c(CN2CCOCC2)nc2ccccc21
54	Cc1ccc(S(=O)(=O)N2CCC(C(=O)Nc3ccc4sccc4c3)CC2)cc1
61	O=C(Nc1nnc(-c2cccs2)o1)c1cccc([N+](=O)[O-])c1
60	O=C(NCc1ccc(Cl)cc1)N1CCC(c2nnc(C3CC3)o2)CC1
54	COc1cc(=O)n(-c2ccc(C)cc2)nc1C(=O)Nc1ccc(Oc2ccccc2)cc1
55	CCOC(=O)C1CCN(C(=O)c2cc(C(C)(C)C)nn2Cc2ccccc2)CC1
34*	C=Cc1ccc(CSc2nccn3nc(-c4ccc(F)cc4)cc23)cc1
60	O=[N+]([O-])c1ccc(C2N(c3ccc(Cl)cc3)CCN2c2ccc(Cl)cc2)cc1
55	Cc1ccc(-c2csc(NC(=O)CSc3nncc(=O)[nH]3)n2)cc1
58	CN1CCCc2cc(C(CNC(=O)Nc3ccc(F)cc3)N3CCOCC3)ccc21 (configuration not stated)
54	O=S(=O)(NCC(c1cccs1)N1CCc2ccccc2C1)c1cccs1 (configuration not stated)
51	CC(Oc1ccc(Cl)cc1Cl)C(=O)Nc1cccc(-c2ccc(=O)n(C)n2)c1 (configuration not stated)
88	N#C/C(=C/c1ccc(-c2cccc(C(F)(F)F)c2)o1)C(=O)Nc1sc2c(c1C(N)=O)CCCC2
59	Cc1cccc(CS(=O)(=O)Nc2ccc3c(c2)OCC(C)(C)C(=O)N3CC(C)C)c1
59	Cc1cc(-c2ccccc2)c2c(n1)sc1c(=O)[nH]cnc12
55	Cc1noc(C)c1S(=O)(=O)Nc1ccc(-c2ccc(=O)n(C)n2)cc1
51	O=C(NCC(c1ccco1)N1CCc2ccccc21)c1ccc(Cl)cc1Cl (configuration not stated)
53	COc1cc(C(=O)/C(=C/c2cccc([N+](=O)[O-])c2)c2nc3ccccc3o2)cc(OC)c1OC
62	O=C(NCCn1ncc2c(N3CCN(c4ccccc4)CC3)ncnc21)C12CC3CC(CC(C3)C1)C2
57	NS(=O)(=O)c1ccc(NC(=O)NC2CCCCC2)cc1
55	OC(Cc1cccnc1)(c1ccccc1)c1ccc(Cl)cc1 (configuration not stated)
90	Cc1cc(C(=O)N(CCCN(C)C)c2nc3c(C)ccc(Cl)c3s2)on1
70	COc1ccc(NC(=O)CCCn2c(=S)[nH]c3ccccc3c2=O)cc1Cl
55&53&55	C[N+]1(CCCCC[N+]2(C)CCCC2)CCCC1
55	Cc1cc(C)n2[nH]c(=S)nc2n1
47	CCOC(=O)c1sc(NC(=O)c2sc3ccccc3c2Cl)nc1-c1ccccc1
81	CCOC(=O)c1c(NC(=O)CCN2CCN(C)CC2)sc(C)c1-c1ccc(Cl)cc1
59&53	Cc1c(C)c(C)c(CSCc2n[nH]c(=S)n2-c2ccc(F)cc2)c(C)c1C
57	CCOC(=O)C(=O)C(C#N)c1ccccc1 (configuration not stated)
68	CCOCCn1c(=NC(C)=O)sc2cc(C)ccc21
52	COc1c(Cl)cc([N+](=O)[O-])c(OC)c1C(N)=O
50	CN(NC(=S)Nc1cc(Cl)ccc1Cl)c1ccc(C(F)(F)F)cc1[N+](=O)[O-]
63	CC1(C)COc2cc(NS(=O)(=O)c3ccc(Cl)s3)ccc2NC1=O
63	NNC(N)=NC(N)=Nc1ccc(F)cc1
68	Nc1ccc(S(=O)(=O)Nc2ccc(S(N)(=O)=O)cc2)cc1

(more compounds)
RMI FANCM FP	structure
62	Cc1ccc(C)c2c1N(Cc1ccccc1)C(=O)C21OCCO1
58	C#CCSc1nnc(CNC(=O)c2ccc(C(C)(C)C)cc2)o1
97	Cc1nc(SCC(=O)c2cc(C)n(-c3ccc(Cl)c(C(F)(F)F)c3)c2C)c2cc(-c3ccccc3)sc2n1
62	Cc1nn(-c2ccccc2)nc1C(=O)NNC(=O)c1cccc2ccccc12
53	CCc1c(C)nc(SCC(=O)c2ccc(Cl)cc2)[nH]c1=O
66	Cc1ccc(NC(=O)C2CCN(S(C)(=O)=O)CC2)cc1
63	Cc1c(C(=O)CSc2n[nH]c(=O)n2C2CC2)sc2ccc(Cl)cc12
70	O=C(NCCCn1nc(-c2ccccc2)ccc1=O)Nc1cc(F)ccc1F
66	CC(=O)Nc1cccc(NC(=O)CSc2nc(CC(=O)NC(C)c3ccccc3)cs2)c1 (configuration not stated)
65	CCOc1ccc(C2NC(=O)NC(CS(=O)(=O)c3ccc4c(c3)CCCC4)=C2C(=O)OC)cc1 (configuration not stated)
53	COc1nn(C)cc1C(=O)Nc1nc(C)cs1
68	O=S(=O)(NCc1ccsc1)c1cc(Cl)ccc1Cl
66	ClC(Cl)=Cc1nc2ccccc2s1
108	CNc1nn(CC(=O)Nc2ccc(C(C)C)cc2)c(N)c1-c1nc(-c2cccc(Cl)c2)no1
55	COc1cn(CC(=O)N2CCc3ccccc32)c(CSc2ccccc2)cc1=O
56	O=[N+]([O-])c1cccnc1SCc1c(F)cccc1Cl
54	CN(/C=C/C=C/C=C1c2ccccc2-c2ccccc21)c1ccccc1
55	CCOC(=O)C1CC2CN(S(=O)(=O)c3ccc(C)cc3)CC(C1)C2=O (configuration not stated)
65	Cc1nn(-c2ccccc2)nc1C(=O)N(C)CCc1ccccn1
65	COc1cc(C(=O)NCCn2ncc3c(=O)n(Cc4ccc(Br)cc4)cnc32)cc(OC)c1OC
62	CC(C)C(=O)NC(n1nnc2ccccc21)C(Cl)(Cl)Cl (configuration not stated)
54	COc1ccc(OCC(O)CNC(=O)Nc2ccc(OC(F)(F)F)cc2)cc1 (configuration not stated)
69	COc1ccc2cc(CCNC(=O)c3cc(Cl)ccc3[N+](=O)[O-])c(=O)[nH]c2c1
54	Cc1ccc(/C(=C/C=C(C#N)C#N)N2CCN(c3ccc(Cl)c(Cl)c3)CC2)cc1
64	O=c1[nH]nc(-c2ccccc2)nc1Cc1ccc(Cl)cc1
52	NC(=S)N/N=C\c1ccc(-c2ccc([N+](=O)[O-])cc2)o1
57	Cc1cc(C(=O)Nc2ccc(S(N)(=O)=O)cc2)n(C)n1
59	CCc1nnc(-c2ccc(NC(=O)c3cc4ccccc4o3)cc2)o1
67	O=C1CN(Cc2ccccc2F)S(=O)(=O)c2ccccc2N1Cc1ccc(F)cc1
76	O=C(NCC1CCN(Cc2ccccc2)CC1)C(=O)Nc1cccc(F)c1
69	Cc1cc(-c2nnc(NC(=O)c3ccco3)o2)n(C)n1
62	COc1ccc(Cc2nc3ccccc3n2CCOc2ccccc2OC)cc1OC
59	O=C(CNC(=O)c1ccccc1)N=Nc1c(O)[nH]c2ccc([N+](=O)[O-])cc12
69	O=C1NCCOc2ccc(NS(=O)(=O)CCc3ccccc3)cc21
60	CCCCN1C(=O)c2cccc3c(NC(=O)CS(=O)(=O)c4ccc(F)cc4)ccc1c23
76	CCn1c(SCC(=O)Nc2ccccc2C(F)(F)F)nc2c(-c3ccccc3)csc2c1=O
68	Cc1c(Cl)ccc2sc(N(Cc3ccncc3)C(=O)CCc3ccccc3)nc12
68	CC(=O)Nc1ccc(S(=O)(=O)NCC2(c3cccs3)CCCC2)c(C)c1
59	Cn1c(C2CCN(S(C)(=O)=O)CC2)nn(CC(=O)Nc2ccc3c(c2)OCO3)c1=O
58	COc1cccc2c1OC1(C)C(C(=O)Nc3ccc(C)cc3C)C2NC(=S)N1c1ccc(C)cc1 (configuration not stated)
60	COc1ccc(N(C(=O)COc2ccc(Cl)cc2)C2C=CS(=O)(=O)C2)cc1 (configuration not stated)
70	Cc1cnc2n(c1=O)C(CC(=O)O)CS2 (configuration not stated)
-6*	O=c1c2scc(-c3ccccc3)c2ncn1Cc1cc(=O)n2ccccc2n1
60	CC(C)OC(=O)CC1C(=O)NCCN1C(=S)NC(=O)c1cccc(Cl)c1 (configuration not stated)
73	COc1ccc(S(=O)(=O)NCC2CCN(Cc3cccs3)CC2)cc1OC
50	CNC(=O)c1c(NC(=O)c2cc(Cl)ccc2Cl)sc(C)c1C
116	Cc1cc(C)n(CC(=O)NCc2ccc(Cl)cc2)c(=O)c1-c1nc(-c2cccc(Cl)c2)no1
55	O=C(O)c1ccccc1/C=N\Nc1cc(Cl)ccc1Cl
57	N/C(=N/O)c1ccc(C2OCCO2)cc1
69	CC1(C)OC2OC(C(=O)NCc3cccs3)C3OC(C)(C)OC3C2O1 (configuration not stated)
60	CCOC(=O)N/N=C\c1ccc(N(C)CCC#N)cc1
73	O=C(Cc1cn(Cc2ccccc2)c2ccccc12)NCc1cccs1
57	COc1ccccc1C1Oc2ccccc2C2=C1C(c1cccs1)n1ncnc1N2 (configuration not stated)
54	O=[N+]([O-])c1ccc(C2=Nn3c(nnc3-c3ccncc3)SC2)cc1
87	C#CCn1c(=NC(=O)c2ccn(CC)n2)sc2c(C)cc(C)cc21
56	O=S(=O)(c1cc(Br)c(O)c(Br)c1)c1cc(Br)c(O)c(Br)c1
59	CN1CCN(/N=C\c2nc(-c3ccccc3Cl)n3ccccc23)CC1
63	COC(=O)c1ccsc1NC(=O)CCc1ccccc1
60	CCc1cc(CC)c(/C=N\O)c(CC)c1/C=N\O
72	CSc1nsc(SC)c1C(=O)Nc1ccc(-c2csnn2)cc1

(further entries)
RMI FANCM FP	structure
54	O=C1c2ccccc2C(=O)c2c1ccc(C(=O)O)c2[N+](=O)[O-]
60	Cn1c(C2CCN(S(C)(=O)=O)CC2)nn(CC(=O)Nc2cccc(C(F)(F)F)c2)c1=O
60	O=C(NCc1ccco1)c1cnc2n(c1=O)CCS2
23*	Oc1c(C=C2N=c3ccccc3=N2)sc(=S)n1-c1ccccc1F

Some of the entries above, set out differently:
| SMILES | RMI FANCM FP |
| --- | --- |
| CC1(C)OC2OC(C(=O)NCc3cccs3)C3OC(C)(C)OC3C2O1 (configuration not stated) | 69 |
| OC(CCN1CCCCC1)(c1ccccc1)C1C[C@@H]2C=C[C@H]1C2 (some centres not stated) | 69 |

This is a subset; count on the stated rates, not on these rows.
